GALK inhibitor: galactokinase (human) inhibition. P51570. Purified GALK, Kinase-Glo residual ATP luminescence. Potency, µM (doses to about 57.5 µM), without a hit: top-dose activity change, negative = inhibition, hits mostly inhibitors. 270,000 tested, 0.007% active. AID 1868; also: potency is read from the fitted curve at half-maximal effect; % is scaled to controls: 0 for no effect and ±100 for the full control effect
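Quantitative HTS: GALK 5 nM, ATP 35 uM, galactose 100 uM, 1 h room temperature, then luciferase-based ATP detection.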
TSHR antag: antagonists of human thyroid stimulating hormone receptor; 330,000 tested, 0.2% active; TSHR-expressing cells, TSH-stimulated cAMP HTRF, 2 h; stronger effect = lower value; P16473; AID 504810; activity change, negative = inhibition, % at 11.5 µM;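 active = activity change below a set negative limit, meaning inhibition stronger than a set level, cut at about -70% in these data; inconclusive = activity change between two set negative limits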; also: % is scaled to controls: 0 for no effect and ±100 for the full control effect
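Cell-based HTRF cAMP assay; TSHR cells + compound, TSH EC80 (4nM final), 2 h, 37 deg C. Lysis with anti-cAMP cryptate and cAMP-d2, 30 min RT, read 665/620 nm.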
BCR signal inh: inhibitors of chronic active B-cell receptor signaling; ABC-DLBCL IkBa-CBG/CBR reporter, luminescence ratio, 4 h; Potency, µM (top dose mostly 46.1 µM), inactives show at the top dose ratio change, negative = lower green/red ratio, most hits filed as inhibitors; 340,000 tested, 0.05% active; active = well fitted inhibition curve with a large enough effect in the signal ratio, with a control signal flat, not every such curve was filed as active; inconclusive = small, poorly fitted or top-dose-only effect, or effect the other way, or a change in a side signal; the % refers to the signal ratio;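 also: potency is read from the fitted curve at half-maximal effect; plate controls were basal doxycycline-induced cells for no effect and cells given 10 µM MG132 for full effect; MG132 reads +100%, hits lower the ratio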
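TMD8 human ABC-DLBCL cells with doxycycline-inducible IκBα–green luciferase fusion and unfused red luciferase, in 0.5% FBS medium; compounds up to 46 uM, 4 h at 37C. Green/red luminescence ratio, filter-overlap corrected, fitted to concentration-response curves.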
PKM2 activator: PKM2 (human) enzyme activation. P14618. purified PKM2, Kinase-Glo ATP luminescence, activation; response scale: 0% is enzyme alone, no compound. Potency, µM (series often up to 57.5 µM), without a hit: at the top dose activation, most hits filed as activators. 260,000 tested, 0.34% active; also: potency is read from the fitted curve at half-maximal effect; % is scaled to controls: 0 for no effect and ±100 for the full control effect; nearly all actives have a fitted effect of over 55% in size
Target sequence (P14618 whole entry, looked up): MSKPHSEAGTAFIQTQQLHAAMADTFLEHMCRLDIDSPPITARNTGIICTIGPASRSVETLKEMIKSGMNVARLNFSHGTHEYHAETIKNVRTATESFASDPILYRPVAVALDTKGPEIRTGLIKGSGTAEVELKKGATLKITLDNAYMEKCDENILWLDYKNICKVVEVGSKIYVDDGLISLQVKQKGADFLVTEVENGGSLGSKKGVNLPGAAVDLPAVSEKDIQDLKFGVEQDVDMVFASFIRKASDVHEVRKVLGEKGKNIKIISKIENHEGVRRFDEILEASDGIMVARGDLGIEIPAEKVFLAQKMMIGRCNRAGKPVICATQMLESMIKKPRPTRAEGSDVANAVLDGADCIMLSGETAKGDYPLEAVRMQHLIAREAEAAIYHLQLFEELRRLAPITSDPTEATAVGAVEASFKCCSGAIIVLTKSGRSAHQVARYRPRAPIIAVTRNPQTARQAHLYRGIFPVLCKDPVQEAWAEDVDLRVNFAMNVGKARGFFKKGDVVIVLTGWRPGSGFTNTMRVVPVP
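Purified hPK-M2 (>95% pure) converted ADP (0.1 mM final) to ATP with 0.5 mM PEP in 50 mM imidazole pH7.2, KCl, MgCl2, Tween 20, BSA; 1 h at room temperature. ATP detected by Kinase-Glo luminescence.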
ASM inhibitor: inhibitors of human secretory acid sphingomyelinase; P17405; placental ASM, HMU-PC fluorogenic substrate, 60 min; Potency, µM (titrated, usually from 57.5 µM), for inactives: top-dose activity change, negative = inhibition, actives largely listed as inhibitors; 340,000 tested, 0.006% active; AID 504937; also: potency is read from the fitted curve at half-maximal effect
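Human placenta-derived ASM preincubated with compound 10 min at room temperature, then reacted with 9 uM (final) fluorogenic HMU-PC substrate for 60 min at 37 C. Stop solution raises pH to 10; fluorescence read at Ex 386/Em 447 nm.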
USP2a inh: USP2a (human) protease inhibition; USP2 core, Ub-CHOP2 coupled fluorogenic reporter, 485/531; Potency, µM (titrated, usually from 38.3 µM), inactives show at the highest dose activity change, negative = inhibition, most hits filed as inhibitors; 330,000 tested, 0.01% active; AID 463254;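 also: potency is read from the fitted curve at half-maximal effect; plate controls were DMSO wells for no effect and full inhibition by NEM control for full effect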
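Cell-free coupled assay: 10nM USP2 core preincubated 30min RT with compound in Tris-HCl pH 8.0/CaCl2/CHAPS buffer, then 25nM Ub-CHOP2 and 25nM reporter substrate; fluorescence (Ex 485/Em 531) read after 60min RT, normalized to NEM inhibition, concentration-response curves fitted.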
MBNL1-CUG inh: inhibitors of human MBNL1 binding to CUG repeat RNA | Q9NR56 | TR-FRET MBNL1-His/biotin-(CUG)12 binding, 665/545 ratio | Potency, µM (series often up to 57.5 µM), without a hit: at the highest dose activity change, negative = inhibition, actives largely listed as inhibitors | 280,000 tested, 0.036% active | AID 2675; active = well fitted inhibition curve with a large enough effect in the signal ratio, with a control signal flat, not every such curve was filed as active; inconclusive = small, poorly fitted or top-dose-only effect, or effect the other way, or a change in a side signal; inactive = no such curve, though single readings can be large or run the other way; the % refers to the signal ratio; also: potency is read from the fitted curve at half-maximal effect; % is scaled to controls: 0 for no effect and ±100 for the full control effect
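Compound titration spanned 92 nM–58 uM against the MBNL1-His/biotin-(CUG)12 complex. After 60 min at room temperature with 5 nM streptavidin-XL665 and 0.055 ng/ul terbium anti-His, ratiometric 665/545 nm emission (Ex 340 nm) normalized to controls.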
Menin-MLL TR inh: menin-MLL binding inhibition, Texas Red mutant peptide. O00255. Menin + Texas Red MLL mutant peptide, fluorescence polarization. Potency, µM (series often up to 61.6 µM), for inactives: top-dose FP activity change, negative = inhibition, usual class: inhibitors. 270,000 tested, 0.23% active. AID 1768; active = well fitted inhibition curve with a large enough effect in the polarisation, with a control signal flat, not every such curve was filed as active; inconclusive = small, poorly fitted or top-dose-only effect, or effect the other way, or a change in a side signal; inactive = no such curve, though single readings can be large or run the other way; the % refers to the polarisation; also: potency is read from the fitted curve at half-maximal effect; % of control where 0% means no effect; many of its hits are not listed in these tables
Eya2 inh: blocks the phosphatase activity of human Eya2; recombinant Eya2, OMFP fluorescence dephosphorylation (OMFP is methylfluorescein phosphate); O00167; Potency, µM (series often up to 76.9 µM), for the others: at the highest dose activity, negative = inhibition, usual class: inhibitors; 330,000 tested, 0.006% active; AID 488837; also: potency is read from the fitted curve at half-maximal effect; % is scaled to controls: 0 for no effect and ±100 for the full control effect
Target sequence (O00167 whole entry, looked up): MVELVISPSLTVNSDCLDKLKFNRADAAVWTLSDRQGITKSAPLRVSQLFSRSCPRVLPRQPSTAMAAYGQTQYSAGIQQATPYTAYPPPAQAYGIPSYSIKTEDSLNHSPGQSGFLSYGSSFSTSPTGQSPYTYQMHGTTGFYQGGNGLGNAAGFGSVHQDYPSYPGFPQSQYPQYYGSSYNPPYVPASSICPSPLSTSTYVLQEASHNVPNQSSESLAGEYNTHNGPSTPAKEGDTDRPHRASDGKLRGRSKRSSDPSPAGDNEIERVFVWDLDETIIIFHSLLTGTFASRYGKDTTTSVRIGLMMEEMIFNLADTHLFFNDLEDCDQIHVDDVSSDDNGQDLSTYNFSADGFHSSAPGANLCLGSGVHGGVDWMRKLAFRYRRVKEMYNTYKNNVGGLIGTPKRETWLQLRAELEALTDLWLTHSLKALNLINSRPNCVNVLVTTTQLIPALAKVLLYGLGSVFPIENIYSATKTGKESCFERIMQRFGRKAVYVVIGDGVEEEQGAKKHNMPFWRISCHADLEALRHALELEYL
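Eya2 (0.2 uM) preincubated 10 min at ambient with compound, then OMFP substrate added at 50 uM; 10 min reaction in 50 mM HEPES pH 7.5, 50 mM NaCl, 5 uM MgCl2, 0.05% BSA, 1 mM DTT. Fluorescence read at Ex 485/Em 525 nm.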
Mito fusion act: blocks mitochondrial division or promotes mitochondrial fusion | 320,000 tested, 0.23% active | Potency, µM (series often up to 46.1 µM), for inactives: top-dose growth rescue (activation), actives largely listed as activators | S. cerevisiae fusion-defective mutant growth rescue, CellTiterGlo 48 h | AID 485298;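 also: potency is read from the fitted curve at half-maximal effect; % of control where 0% means no effect; nearly all actives have a fitted effect of over 45% in size; temperature-sensitive fusion mutants such as fzo1-1 at 37 °C on non-fermentable ethanol glycerol medium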
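S. cerevisiae fusion-defective temperature-sensitive mutants (e.g. fzo1-1, mgm1-5) grown 48 h at 37C in YPEG (ethanol/glycerol non-fermentable) medium with 23 nl compound per well; growth rescue read as CellTiterGlo luminescence.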
hERG WT inh: blocks the wildtype human KCNH2 potassium channel; U2OS, BacMam KCNH2, thallium flux FluxOr; stronger effect = lower value; Q12809; 340,000 tested, 0.37% active; activity change, % at 1.84 µM; AID 720551;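 active = maximum activity change below -70%; inconclusive = maximum activity change between -70% and -50%; inactive = maximum activity change above -50%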; also: % is scaled to controls: 0 for no effect and ±100 for the full control effect
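U2OS cells were transduced with wild-type KCNH2 virus (2.03 x 10^8 / mL) for 4 h at room temperature, then cultured overnight at 37 C. Thallium flux was read with FluxOr dye. Rate constants were normalized to DMSO controls.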
Active calls of the source: *; ? = inconclusive; nt = no result given; & = joins results of further samples; [ ] = another dose, or the depositor's remark. Unless noted, calls follow the shape of the dose curve; as a rule, active = well fitted curve in the direction sought with a large enough effect; inconclusive = small, poorly fitted or top-dose-only effect, or another doubt; inactive = no such curve, though single readings can be large; an effect the other way counts as inactive or inconclusive.

cpd | SMILES | PKM2 activator | GALK inhibitor | MBNL1-CUG inh | USP2a inh | BCR signal inh | hERG WT inh | Menin-MLL TR inh | Mito fusion act | ASM inhibitor | Eya2 inh | TSHR antag
1 | O=C(COc1ccccc1N1C(=O)c2ccccc2C1=O)c1ccc(Cl)cc1 | 0.5% | 2.5% | 3.8% | 4.8% | 0.0% | -1.0 | 3.3% | 14.5% | -3.2% | -2.9% | -5.9
2 | CCCCCc1ccc(-c2ccc(C(=O)O)cc2)nc1 | -19.4% | -0.8% | -1.9% | 4.1% | ? | -2.5 | 2.0% | 15.8µM* | -0.4% | 7.5% | -5.8
3 | CCN(CC)CCNC(=O)c1ccc(NC(=O)CC(NC(=O)c2ccccc2Cl)c2ccccc2)cc1 (stereo unspecified) | 0.5% | -2.2% | -2.6% | 1.8% | -11.4% | 5.8 | nt | 1.3% | 0.0% | 8.9% | -7.2
4 | Cc1cc(C)c(S(=O)(=O)N2CCOC2CNC(=O)C(=O)NCCCN2CCCC2=O)c(C)c1 (stereo unspecified) | -7.3% | -6.4% | -6.0% | 0.4% | -2.7% | 14.7 | nt | -3.1% | 2.3% | 5.7% | 6.3
5 | CC(C)C[C@@H](NC(=O)C1CCC(CNC(=O)[C@H](Cc2ccccc2)NC(=O)OC(C)(C)C)CC1)C(=O)O (stereo partly specified) | nt | 1.1% | -5.8% | 5.4% | 4.8% | 0.1 | 8.6% | 1.1% | 5.0% | 12.0% | -0.8
6 | CCSc1nnc(NC(=O)CSc2ncccn2)s1 | 12.8% | -0.8% | -4.4% | -0.9% | ? | 3.0 | -25.1% | -5.9% | -0.6% | 3.9% | -0.6
7 | CC1CCCC(NC(=O)CSc2nnnn2C)C1C (stereo unspecified) | 1.8% | 1.9% | -15.2% | 2.6% | 2.1% | -4.0 | -7.2% | 1.1% | -2.0% | -3.5%[15.4 µM] | 13.0
8 | COc1ccc(Cl)cc1NC(=O)CN(C)CC(=O)Nc1ccc(S(N)(=O)=O)cc1 | -3.4% | 1.4% | -4.0% | 1.4% | 1.3% | -5.0 | 3.6% | 12.5% | -3.8% | -0.7% | -17.6
9 | Cc1cc(Nc2ccccc2)n(-c2ccc(C(=O)O)cc2)n1 | 5.0% | 9.1% | -4.2% | -1.3% | -1.1% | 10.5 | -0.1% | 1.8% | -1.4% | -1.7% | -2.2
10 | COC(=O)C(O)(CC(=O)Nc1ccc(OC(F)(F)F)cc1)C(F)(F)F (stereo unspecified) | -4.9% | -1.8% | -0.8% | 0.4% | -1.1% | -27.3 | -12.4% | -3.4% | 0.7% | -4.5% | -1.8
11 | CCc1ccc(N(CC(=O)NC2CCCC2)C(=O)CCC(=O)Nc2cc(C)on2)cc1 | -4.0% | 1.8% | -3.7% | -1.1% | -0.4% | -6.4 | ? | 5.0% | 0.4% | -11.2% | 5.4
12 | COC(=O)C1(C)CN(S(=O)(=O)c2ccc(C)cc2)c2cc(OC)ccc2C1=O (stereo unspecified) | 5.6% | 1.3% | -4.3% | -1.1% | -2.0% | 0.6 | 3.8% | 14.1µM* | -1.7% | -6.1% | -2.0
13 | O=C(C[n+]1cccc(C(=O)N/N=C/c2cccc([N+](=O)[O-])c2)c1)c1ccccc1 | nt | nt | nt | -0.9% | 0.7% | 3.0 | nt | -2.4% | -2.5% | -3.6% | 0.3
14 | CCCCS(=O)(=O)Nc1ccc(C)cn1 | 4.6% | -1.1% | nt | 2.0% | -2.1% | 0.1 | -5.7% | -7.2% | 11.3% | 1.2% | -8.3
15 | Cc1cc(C)c(S(=O)(=O)N2CCOC2CNC(=O)C(=O)NCCCN2CCOCC2)c(C)c1 (stereo unspecified) | 2.5% | -1.3% | 5.2% | 1.6% | -0.3% | 4.3 | nt | -1.7% | -1.6% | -2.9% | 1.5
16 | CCOC(=O)c1sc(Nc2ccccc2Cl)nc1C | -2.7% | nt | 1.3% | 1.4% | 5.7% | 1.0 | nt | 2.3% | -2.2% | -21.5% | -7.5
17 | Cc1cn(CCOc2ccc(Cl)cc2)c(=O)[nH]c1=O | nt | 9.3% | -2.4% | -1.0% | -1.0% | 5.0 | 0.1% | 13.0% | -2.0% | 18.4% | -0.2
18 | COc1cc(CNCc2ccccn2)ccc1OCC(N)=O | -1.4% | -0.1% | -3.7% | 2.9% | 11.0% | -8.5 | -17.6% | 3.3% | 0.9% | 5.7% | -13.1
19 | CCc1ccc(CN2C(=O)c3ccccc3C2C(=O)NCC2CCCO2)cc1 (stereo unspecified) | 0.7% | 1.5% | -4.3% | 11.3% | 0.1% | -4.3 | 1.6% | -0.6% | -2.7% | -7.2% | 5.6
20 | O=C(c1ccc(F)cc1)N1CCN(C2CC3CCC2C3)CC1 (stereo unspecified) | -1.1% | 3.4% | 5.2% | 5.6% | 3.0% | -1.3 | 4.6% | 1.0% | -1.5% | 4.4% | -7.8
21 | O=S(=O)(Nc1ccc(-c2ccc3nncn3n2)cc1)c1cccc(F)c1 | nt | nt | nt | 0.5% | 5.0% | 10.7 | nt | -2.0% | 2.6% | 30.0% | 2.8
22 | CCCCn1c(N)c(N(CCOC)C(=O)c2cccc(OCc3ccccc3)c2)c(=O)[nH]c1=O | nt | nt | nt | 0.1% | ? | 16.0 | nt | -0.2% | 7.8% | -0.7% | -36.3
23 | COCCN(C(=O)CN1CCc2ccccc2C1)c1c(N)n(Cc2ccccc2)c(=O)[nH]c1=O | 17.8% | 2.0% | 11.2% | 1.2% | ? | -4.9 | 10.6% | -1.2% | 4.9% | 9.6% | -1.7
24 | CC(NC(=O)C1CCC1)c1ccccc1 (stereo unspecified) | 6.5% | -1.5% | 0.7% | 1.2% | 4.1% | 1.5 | -0.1% | -2.2% | 7.1% | -8.1% | 1.0
25 | Cc1ccc(C(=O)NNC(=O)/C=C\C(=O)O)cc1 | -0.9% | -2.9% | -1.2% | 8.7% | -0.5% | -5.9 | nt | -1.2% | 2.2% | 11.2% | 7.2
26 | Cc1cc(=O)[nH]c(SCC(=O)Nc2ccc(S(N)(=O)=O)cc2)n1 | 1.7% | -0.1% | -9.9% | 0.9% | 14.5% | 14.7 | -18.2% | 23.8% | -2.2% | ? | 3.8
27 | CCc1ccc(S(=O)(=O)NCc2cn3c(C)csc3n2)s1 | 1.5% | 0.0% | -7.3% | 0.6% | 1.5% | -0.4 | 14.2% | -13.8% | -4.1% | 0.1% | 1.2
28 | COc1ccc(/C=C(\NC(=O)c2cccs2)C(=O)Nc2cccc3ccccc23)cc1OC | -6.4% | 1.3% | 18.8% | 4.1% | ? | -2.4 | -8.6% | -2.0% | -5.7% | 6.4% | -3.0
29 | CC(CCc1ccccc1)NC(=O)CN1CCc2ccccc2C1 (stereo unspecified) | -0.6% | -0.5% | nt | 8.0% | -17.0% | 4.1 | ? | -2.2% | 3.5% | -9.8% | -0.3
30 | COc1ccc(C2C(C(C)=O)=C(O)C(=O)N2CCc2ccccc2)c(OC)c1 (stereo unspecified) | 1.6% | 0.5% | 8.0% | -0.9% | -9.8% | -2.8 | 20.8% | 1.2% | 7.6% | 15.6% | 0.0
31 | O=C1OC(c2ccc(O)cc2)(c2ccc(O)cc2)c2ccccc21 | 2.1% | 1.1% | ? | -1.7% | ? | 0.0 | 35.2%&38.0%[activator] | 0.1% | -1.0% | 3.2% | 20.2
32 | O=C1C2C(C(=O)N1c1ccccc1)N1CCCN1C2c1ccccc1 (stereo unspecified) | nt | 16.9% | -0.3% | 2.9% | -1.5% | -0.6 | 3.1% | 1.2% | 1.1% | -19.3% | -4.4

Screens (PubChem)

Some of the compounds tested. The share of hits here may be higher or lower than overall.
